OX1R antag – antagonists of human orexin 1 receptor; CHO/OX1R cells, Fluo-8 calcium fluorescence, orexin A; inhibition, % at 5 µM; 0.43% of 330,000 active;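 active = inhibition above its plate's threshold, mean inhibition of all tested compounds on the plate plus 3 SD, cut at about 37% in these data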;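 also: 0% = orexin A challenge wells and 100% = SB-334867-A antagonist wells; not every result past the cut was called active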
Target sequence (O43613 whole entry, looked up): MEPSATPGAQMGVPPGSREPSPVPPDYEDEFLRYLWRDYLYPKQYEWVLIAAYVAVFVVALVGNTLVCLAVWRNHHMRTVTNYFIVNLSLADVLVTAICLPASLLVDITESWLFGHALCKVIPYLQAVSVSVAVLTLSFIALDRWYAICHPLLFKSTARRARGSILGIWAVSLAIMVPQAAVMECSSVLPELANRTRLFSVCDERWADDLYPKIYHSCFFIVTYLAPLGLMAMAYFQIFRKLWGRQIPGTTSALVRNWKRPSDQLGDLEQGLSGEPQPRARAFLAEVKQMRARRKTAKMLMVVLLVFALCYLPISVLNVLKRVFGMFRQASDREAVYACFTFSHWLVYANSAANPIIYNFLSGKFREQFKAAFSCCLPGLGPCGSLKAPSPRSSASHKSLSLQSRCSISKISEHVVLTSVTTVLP
CHT allo act – human CHT allosteric activation | 0.49% of 310,000 active | CHT-expressing cells, membrane potential dye, choline EC20; hits give high values; LV-AA mutant CHT in HEK293 cells | Q9GZV3 | B-score at 10 µM;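 active = initial fluorescence not abnormally high and integrated response B-score, plate-corrected, over 3 SD above library mean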
Target sequence (Q9GZV3 whole entry, looked up): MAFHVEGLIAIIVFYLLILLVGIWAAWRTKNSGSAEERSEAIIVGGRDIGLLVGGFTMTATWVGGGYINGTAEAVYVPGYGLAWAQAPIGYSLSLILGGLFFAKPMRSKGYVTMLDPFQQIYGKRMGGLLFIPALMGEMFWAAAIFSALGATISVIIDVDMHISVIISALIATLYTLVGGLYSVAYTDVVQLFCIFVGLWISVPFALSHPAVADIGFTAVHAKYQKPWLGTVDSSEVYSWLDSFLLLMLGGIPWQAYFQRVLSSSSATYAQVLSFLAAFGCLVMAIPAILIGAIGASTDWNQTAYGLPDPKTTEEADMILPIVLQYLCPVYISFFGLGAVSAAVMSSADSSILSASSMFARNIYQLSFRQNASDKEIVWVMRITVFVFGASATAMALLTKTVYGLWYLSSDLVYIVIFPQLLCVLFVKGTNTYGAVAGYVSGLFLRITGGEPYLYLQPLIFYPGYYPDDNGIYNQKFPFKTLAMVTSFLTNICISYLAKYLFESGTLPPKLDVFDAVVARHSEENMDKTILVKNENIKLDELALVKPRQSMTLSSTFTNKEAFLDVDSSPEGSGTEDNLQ
The depositor's hits bear a star; i = inactive; . = no result given; & = joins results of further samples.

SMILES | OX1R antag | CHT allo act
C/C(=N/NC(=O)CNC(=O)Cc1ccccc1)c1ccco1 | -19 | i
CC1(C)CC(=O)C=C(Nc2cccc(O)c2)C1 | -11 | i
CCc1ccccc1NC(=O)CCc1c(C)nn(-c2ccc(N3CCOCC3)nn2)c1C | -9 | i
COc1ccc(S(=O)(=O)NNC(=O)C23CC4CC(CC(C4)C2)C3)cc1 | . | i
Cc1nc(SCC(=O)NCc2ccco2)[nH]c(=O)c1C | -11 | i
CN(Cc1ccc(F)cc1)C(=O)C(Cc1ccccc1)NC(=O)c1ccccc1 (stereo not drawn) | -20 | i
Cc1ccc(C2C3CN(C(C)C)CC=C3C(C#N)=C(N)C2(C#N)C#N)cc1 (stereo not drawn) | 2 | i
O=C(COc1ccc(-c2nnco2)cc1)N1CCN(S(=O)(=O)c2ccccc2)CC1 | -20 | i
CCC1(CC)NC(=O)N(CC(=O)OCC(=O)NC(=O)c2ccc(Cl)cc2)C1=O | -12 | i
CC(=O)NC(=S)Nc1sc2c(c1C(N)=O)CCC(C)C2 (stereo not drawn) | 3 | i
CCCCn1c(N)c(N(CC(C)C)C(=O)C2CCN(C(=O)c3ccc(Cl)cc3)CC2)c(=O)[nH]c1=O | -13 | i
Cc1ccc(-c2nc3ccc(Cl)cc3c(=O)n2O)cc1 | -10 | i
O=C1CN(C(=O)c2ccccn2)c2ccccc2N1 | -21 | i
CCN(CC)CCn1cnc2c([nH]c3cccc(OC)c32)c1=O | -18 | i
O=C(NNC(=O)c1cc(-c2cccnc2)nc2ccccc12)Nc1ccc(Cl)cc1 | 27 | i
Cc1ccccc1Nc1nc(N)nc(COC(=O)[C@@H](NC(=O)c2ccccc2Cl)C(C)C)n1 | -34 | i
Nc1nccnc1C(=O)OCC(=O)C12CC3CC(CC(C3)C1)C2 | -20 | i
COc1ccc(C2=NOC(COC(=O)c3ccc4ccccc4n3)C2)cc1 (stereo not drawn) | -11 | i
Cc1cc(NC(=O)CSc2nc3c(c(=O)n2-c2ccc(Cl)cc2)SCC3)no1 | -21 | i
N#Cc1nc(COc2cccc(Cl)c2)oc1N1CCN(c2ccccc2)CC1 | -9 | i
O=C(Cn1ccc([N+](=O)[O-])n1)NCc1ccco1 | 7 | i
CC(=N)c1c(O)c2ccccc2oc1=O | -14 | i
CSc1ccccc1OCc1cc(C(=O)N2CCNC(=O)C2)no1 | -5 | i
Cc1nc2cc(NC(=O)NCc3ccccc3)ccc2o1 | -28 | i
Oc1ccccc1-c1nc(NCc2ccccc2)c2ccccc2n1 | -30 | i
COCCn1c(=NC(=O)CCS(=O)(=O)c2ccccc2)sc2c(OC)ccc(OC)c21 | -31 | i
Nc1nonc1-n1nnc(C(=O)N/N=C/c2ccc(O)cc2)c1COc1ccc(F)cc1 | 2 | i
COc1ccc(-c2nnc(SCC(=O)N(C)C3CCS(=O)(=O)C3)n2N)cc1OC (stereo not drawn) | -2 | i
CC(c1ccccc1)N1CNc2c(c(=O)n(C)c(=O)n2C)C1 (stereo not drawn) | -4 | i
CC1(C)CC(NC(=O)C2CCN(S(=O)(=O)c3ccc(F)cc3)CC2)CC(C)(C)N1 | -1 | i
Cc1ccc(N2C(=O)N3[C@@H]4c5ccccc5OC[C@@H]4[C@@H](c4ccccc4)[C@@]3(C)C2=O)cc1 | -31 | .
COc1cc(CCC(=O)OCC(=O)N2CCc3ccccc32)cc(OC)c1OC | -21 | i
CCOc1ccc(CCNC(=O)COC(=O)c2ccc(Cl)nc2)cc1OCC | -35 | i
Cn1c(CCNC(=O)c2cc(COc3ccc(F)c(F)c3)on2)nc2ccccc21 | -21 | i
Cc1ccc(S(=O)(=O)NCCC(=O)Nc2nccs2)cc1 | -22 | i
CCOc1ccc(C(=O)NNC2CC(=O)N(CCc3ccccc3)C2=O)cc1OC (stereo not drawn) | -30 | i
COc1ccc(NC(=O)CCNC(=O)Cn2cnc3sc4c(c3c2=O)CCCC4)cc1OC | -6 | i
COc1ccccc1C(=O)NC(CCSC)C(=O)NCC(c1ccco1)N(C)C (stereo not drawn) | -26 | i
CC1(C)CC(O)C(CCC(O)c2ccccc2)C(C)(C)N1 (stereo not drawn) | -9 | i
CCCNC(=O)Cn1cnc2sc(C(=O)N3CCCC(C(=O)OCC)C3)c(C)c2c1=O (stereo not drawn) | -13 | i
CCN(CC)c1ccc(/C=N/N2CCN(Cc3ccccc3Cl)CC2)cc1 | -36 | i
Cc1ncc(CN2CCC(CO)(Cc3ccccc3)CC2)s1 | -5 | i
Cc1cc(C(=O)CNCc2ccco2)c(C)n1-c1ccc(F)cc1 | 11 | i
COc1cc(NC(=O)c2ccc(COCC(F)(F)F)o2)cc(OC)c1OC | 6 | i
COC(=O)C1=C(CSCc2ccco2)NC(=O)NC1c1cc(C)ccc1C (stereo not drawn) | -20 | i
CCc1noc(C)c1C(=O)N(CC)CC(=O)NCc1ccc(Cl)cc1 | -97 | .
Cc1nn(-c2nc3ccccc3[nH]2)c(N)c1-c1ccccc1 | -15 | i
Cc1ccc2cc(-c3noc(C4CCCCC4)n3)c(=O)[nH]c2c1 | 0 | i
Cc1ccc(-c2ccc(CCC(=O)O)n2NC(N)=S)cc1 | 5 | i
CC(=O)CCc1oc2ccc(C)cc2c1-c1ccc(C)o1 | -33 | i
COc1cc(C)c(CN2CCC(n3nccc3NC(=O)C3CC3)CC2)cc1C | -7 | i
Cc1ccc2nc(NCCc3ccc(Cl)cc3)c3nncn3c2c1 | -38 | i
N#Cc1c(N2C(=O)C3C4C=CC(C4)C3C2=O)sc2c1CCC2 (stereo not drawn) | -13 | i
O=C(CCS(=O)(=O)c1ccc(F)cc1)Nc1nnc(-c2ccc(F)cc2)o1 | -1 | i
CCOc1ccc(/C=N/Nc2ccccn2)cc1OC | 0 | i
CC(C)(C)C(=O)Cn1ncc(N2CCOCC2)c(Br)c1=O | 19 | i
O=C1CCCC(O)=C1N=Nc1c(Cl)cc(Cl)cc1Cl | -16 | i
Cc1c(C(=O)O)oc2ccc(S(=O)(=O)N3CCC(C)CC3)cc12 | -5 | i
Cn1cc(C(=O)N2CCc3ccccc3C2)c(=O)c2cc(S(=O)(=O)N3CCCCC3)ccc21 | -12 | i
O=C(O)c1cccc(N=NN2CCOCC2)c1 | -10 | i

Other entries
SMILES | OX1R antag | CHT allo act
Cc1cc(=O)oc2cc(NC(=O)c3ccccc3C(=O)O)ccc12 | -22 | i
CCCCN(CC(=O)NCc1ccc(F)cc1)C(=O)c1ccco1 | 2 | i
O=C(COC(=O)c1ccccc1)NCc1ccco1 | -1 | i
O=[N+]([O-])c1ccc(S(=O)(=O)Nc2ccc(S(=O)(=O)N3CCCC3)cc2)cc1 | -13 | i
O=c1nc2cccc3c2=c(/c1=C(\O)c1ccccc1)c1ccccc1c3=O | -45 | i
Cc1[nH]c2ccc3c(ncn3CCC#N)c2c1C | -13 | i
CN1CCN(S(=O)(=O)c2cccc(C(=O)N(c3ccccn3)C3CCCCC3)c2)CC1 | -21 | i
COc1ccc2cc(C(=O)N3CCN(c4ccccc4OC)CC3)[nH]c2c1 | 1 | i
CCN(C(=O)CN1CCCC(C)C1)c1c(N)n(Cc2ccccc2)c(=O)[nH]c1=O (stereo not drawn) | -6 | .
O=C(NCC(c1ccco1)N1CCN(c2ccc(F)cc2)CC1)OCc1ccccc1 (stereo not drawn) | -31 | i
N#C/C(=C/c1ccc2c(c1)OCO2)C(=O)Nc1ccc(O)cc1 | 4 | i
CCC(C)NC(=O)CSc1nc2ccsc2c(=O)n1NC(=O)c1ccccc1 (stereo not drawn) | -20 | i
CCC(C)NS(=O)(=O)c1ccc(NC(=O)C(Sc2ccccc2)c2ccccc2)cc1 (stereo not drawn) | -8 | i
CCOC(=O)N1CCC(NCCNC(=O)c2ccccc2)CC1 | -3&-10 | i
Cn1c(COc2cccc3ccccc23)nnc1SCC(=O)OC1CCCCC1 | -24 | i
COc1cccc(CNc2nc(-c3cccnc3)nc3ccccc23)c1 | -21 | i
O=C(CN1CCOCC1)NCc1ccccc1 | -3 | i
CC(=O)Nc1ccc(NC(=O)c2c(C)nn(Cc3ccccc3Cl)c2C)cc1 | -7 | i
Cc1ccccc1-n1c(-c2ccco2)n[nH]c1=S | 7 | i
O=C(Nc1ccccc1)c1cccc(C(F)(F)F)c1 | -18 | i

Single records (already shown):
Cc1[nH]c2ccc3c(ncn3CCC#N)c2c1C is listed as OX1R antag: -13; CHT allo act: i
Cc1cc(=O)oc2cc(NC(=O)c3ccccc3C(=O)O)ccc12 is listed as OX1R antag: -22; CHT allo act: i

Following part:
SMILES | OX1R antag | CHT allo act
NC(=O)c1nn(-c2ccccc2)nc1NC(=O)CN1CCCC1 | 0 | i
O=C(CSc1nnnn1-c1cccc(F)c1)NC1CC1 | -18 | .
O=C(O)c1ccc(N/N=C/c2ccc(-c3ccccc3Cl)o2)cc1 | -19 | i
N#C/C(=C\c1ccc(N2CCOCC2)c([N+](=O)[O-])c1)c1nc2ccccc2[nH]1 | -6 | i
O=C(NCC(c1cccs1)N1CCOCC1)c1ccc(Cl)cc1 (stereo not drawn) | -7 | i
CC(C)COC(=O)CCn1[nH]c(=O)c2ccccc2c1=O | -9 | i
COc1cc(C)cc2oc(=O)c(CC(=O)N3CCN(C(=O)C4COc5ccccc5O4)CC3)c(C)c12 (stereo not drawn) | -14 | i
COc1ccc2nc(-c3ccccc3)cc(C(=O)OCC(=O)N3CCCCC3)c2c1 | -12 | .
Cc1ccc(CCNC(=O)C2CCCN(S(C)(=O)=O)C2)cc1 (stereo not drawn) | -5 | i
O=C(c1cccc2ccccc12)C1CCCN(C(=O)CCCn2cncn2)C1 (stereo not drawn) | -32 | i
O=C(Nc1cccc(-c2ccc(N3CCOCC3)nn2)c1)c1ccccc1 | -27 | i
N#CC(c1ccccc1)c1ccc2c(C(F)(F)F)cc(C(F)(F)F)nc2n1 (stereo not drawn) | -18 | i
O=C(NCCOC(=O)c1ccncc1)c1ccccc1 | -16 | i
COc1ccc(S(=O)(=O)N2CCCCC2)cc1NC(=O)Cn1cnc2c1c(=O)n(C)c(=O)n2C | -20 | .
CNC(=O)/C(=C\c1cccc(Oc2ccccc2)c1)NC(=O)c1ccccc1 | -17 | i
O=C(NCCCN1CCOCC1)c1cc(-c2cccs2)on1 | 3 | i
CCC(NC(=O)Nc1ncccc1C)(C(F)(F)F)C(F)(F)F | -6 | i
c1ccc(C[n+]2cccc3c4ccccc4ccc32)cc1 | -14 | 6.4*
O=C(CN1CCCC1)N1CCCc2c1c(=O)oc1ccc(OCc3ccccc3)cc21 | -23 | i
COc1cccc(CC2(CO)CCCN(Cc3ccccc3Cl)C2)c1 (stereo not drawn) | -23 | i
CCC(=O)Nc1ccc(C(=O)CN2C(=O)NC3(CCCCCC3)C2=O)cc1 | -8 | .
CCOc1ncccc1C(=O)Nc1ccc(S(=O)(=O)N2CCCC2)cc1 | -22 | i
COc1ccc(CNC(=O)C2CC(=O)N(c3ccc(OCC(=O)N4C(C)CCCC4C)cc3)C2)cc1 (stereo not drawn) | -18 | i
C#CCOC(=O)C(NC(=O)c1ccccc1)=C1CCCCC1 | 9 | i
Cc1ccc2sc(N3CCN(C(=O)c4ccc([N+](=O)[O-])o4)CC3)nc2c1C | -5 | i
COc1ccc(OC)c(NC(=O)COC(=O)C2CCC2)c1 | -16 | .
CCN(CC)S(=O)(=O)c1cccc(C(=O)N/N=C(\C)c2cccs2)c1 | -12 | i
COc1ccc(/C(C)=N\NC(=O)CNC(=O)C(c2ccccc2)c2ccccc2)cc1OC | -27 | i
Cc1ccc(/C=C2\SC(=O)N(CCNC(=O)C3CSC4(C)CCC(=O)N34)C2=O)cc1 (stereo not drawn) | -18 | i
CCCCN(C(=O)c1cccc(S(=O)(=O)N2CC(C)OC(C)C2)c1)c1c(N)n(CCCC)c(=O)[nH]c1=O (stereo not drawn) | -9 | i
Cc1ccc(Sc2ccc(S(=O)(=O)Nc3ccc(CC(=O)O)cc3)cc2)cc1C | 7 | .
CCC(C)/C(C)=N/NC(=O)c1cn(-c2ccccc2)nc1-c1ccccc1 (stereo not drawn) | -33 | i
CCC(=S)/C=C1\Sc2ccccc2N1CCCS(=O)(=O)O | -25 | i
CCn1c(SCC(=O)NNC(=O)c2ccc(C)cc2)nnc1-c1ccncc1 | -16 | i
COc1ccc(-n2c(Cc3cc(=O)[nH]c(=O)[nH]3)nnc2SCC(=O)NC2CCCC2)cc1 | -2 | i
COc1ccc(C(=O)NC(=S)N2CCN(c3ccc([N+](=O)[O-])cc3)CC2)cc1 | -10 | i
O=C(Nc1ccccc1Cl)N1CCN(c2ccc3nnc(-c4ccc(F)cc4)n3n2)CC1 | -11 | i
CCOc1c(Br)cc(C(N)=O)cc1OC | -9 | i
O=C(CSc1n[nH]c(-c2ccco2)n1)N1c2ccccc2Sc2ccccc21 | 14 | i
COc1ccc(O)c(/C=N/NC(=O)CCC(=O)Nc2ccc(F)cc2)c1 | -22 | i

Gathered by group, the entries above with an aryl thioether with sulfur outside any ring.
SMILES | OX1R antag | CHT allo act
Cc1nc(SCC(=O)NCc2ccco2)[nH]c(=O)c1C | -11 | i
Cc1cc(NC(=O)CSc2nc3c(c(=O)n2-c2ccc(Cl)cc2)SCC3)no1 | -21 | i
CSc1ccccc1OCc1cc(C(=O)N2CCNC(=O)C2)no1 | -5 | i
COc1ccc(-c2nnc(SCC(=O)N(C)C3CCS(=O)(=O)C3)n2N)cc1OC (stereo not drawn) | -2 | i
CCC(C)NC(=O)CSc1nc2ccsc2c(=O)n1NC(=O)c1ccccc1 (stereo not drawn) | -20 | i
CCC(C)NS(=O)(=O)c1ccc(NC(=O)C(Sc2ccccc2)c2ccccc2)cc1 (stereo not drawn) | -8 | i
Cn1c(COc2cccc3ccccc23)nnc1SCC(=O)OC1CCCCC1 | -24 | i
O=C(CSc1nnnn1-c1cccc(F)c1)NC1CC1 | -18 | .
Cc1ccc(Sc2ccc(S(=O)(=O)Nc3ccc(CC(=O)O)cc3)cc2)cc1C | 7 | .
CCn1c(SCC(=O)NNC(=O)c2ccc(C)cc2)nnc1-c1ccncc1 | -16 | i
COc1ccc(-n2c(Cc3cc(=O)[nH]c(=O)[nH]3)nnc2SCC(=O)NC2CCCC2)cc1 | -2 | i
O=C(CSc1n[nH]c(-c2ccco2)n1)N1c2ccccc2Sc2ccccc21 | 14 | i
